Source: PubChem BioAssay (National Center for Advancing Translational Sciences (NCATS))
PI4K2A block: qHTS for small molecular inhibitors of PI4K2A. Phosphatidylinositol 4-kinase type 2-alpha (Homo sapiens), Q9BTU6. purified PI4K2A, ADP-Glo luminescence, 1 h; hits give low values. activity change, negative = inhibition, % at 76.9 µM. 420,000 compounds, 0.13% hits. AID 1346378, 2018; in the data active means activity change below about -50%; inconclusive means mostly about -30% to -49%;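 further: -100% = wells without enzyme as full effect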
Target sequence (Q9BTU6 whole entry, looked up): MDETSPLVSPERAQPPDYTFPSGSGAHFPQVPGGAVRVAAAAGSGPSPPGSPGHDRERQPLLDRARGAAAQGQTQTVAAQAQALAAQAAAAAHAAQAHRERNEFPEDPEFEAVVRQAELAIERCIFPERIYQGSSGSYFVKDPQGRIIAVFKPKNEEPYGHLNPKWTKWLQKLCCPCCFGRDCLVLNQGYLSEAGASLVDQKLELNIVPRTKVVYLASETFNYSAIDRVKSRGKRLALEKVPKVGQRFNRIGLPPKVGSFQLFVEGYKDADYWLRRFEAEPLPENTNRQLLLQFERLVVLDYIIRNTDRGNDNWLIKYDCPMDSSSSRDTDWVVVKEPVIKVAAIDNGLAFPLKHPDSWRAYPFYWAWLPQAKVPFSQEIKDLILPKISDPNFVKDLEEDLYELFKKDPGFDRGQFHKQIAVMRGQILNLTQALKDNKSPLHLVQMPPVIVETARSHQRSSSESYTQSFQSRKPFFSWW
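In this quantitative HTS, ADP production by PI4K2A was quantified luminescently after 1 h at ambient temperature; 100 microM adenosine served as plate-quality control.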
TRHR ag: qHTS for Small Molecule Agonists and Allosteric Enhancers of Human TRH Receptor: Primary Screen for Agonists. activation, % at 2 µM. TRHR cells, calcium flux fluo-8, FDSS agonist mode. Thyrotropin-releasing hormone receptor (Homo sapiens), P34981. 360,000 compounds, 0.18% hits; in the data active means activation above about 30%; further: 0% is about no effect
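Agonist-mode FDSS calcium read (Ex 480/Em 530, 1 s cycles) in 1536-well TRHR cells with fluo-8 dye, after 10-cycle baseline and 23 nL compound addition; TRH at EC20 (10 nM final) added afterwards for the enhancer phase.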
D2 ag: HTS Assay for Allosteric Agonists of the Human D2 Dopamine Receptor: Primary Screen for Agonists. D(2) dopamine receptor (Homo sapiens), P14416. HEK293 T-REx D2 cells, calcium flux agonist mode. activation, % at 2 µM. 340,000 compounds, 0.53% hits. AID 485358, 2010;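 active means activation over 3 SD above normal in the single-dose calcium agonist read, cut at about 30% in these data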; further: 0% is about no effect
Target sequence (P14416 whole entry, looked up): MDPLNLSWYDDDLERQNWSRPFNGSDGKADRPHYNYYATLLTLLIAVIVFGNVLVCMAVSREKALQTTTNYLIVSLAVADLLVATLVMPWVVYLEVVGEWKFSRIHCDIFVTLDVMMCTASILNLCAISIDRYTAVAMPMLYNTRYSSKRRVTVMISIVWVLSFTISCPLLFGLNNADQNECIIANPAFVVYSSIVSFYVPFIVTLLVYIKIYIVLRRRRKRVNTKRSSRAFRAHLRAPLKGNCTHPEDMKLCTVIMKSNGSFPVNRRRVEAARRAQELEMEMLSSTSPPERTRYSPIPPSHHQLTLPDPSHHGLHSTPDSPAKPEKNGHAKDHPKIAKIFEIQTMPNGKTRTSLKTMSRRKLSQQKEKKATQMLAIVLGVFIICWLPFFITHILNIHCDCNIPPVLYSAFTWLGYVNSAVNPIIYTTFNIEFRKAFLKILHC
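Agonism scored from kinetic calcium signal (1 read/sec, 180 s) following compound pin transfer, after a 10 s baseline. Cells: HEK293 Trex line expressing inducible D2 receptor coupled to calcium, dye-loaded after overnight culture at 30 C.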
mIDH1 inhibitor: qHTS for Inhibitors of mutant isocitrate dehydrogenase 1 (IDH1): qHTS; Potency, µM (doses to about 76.6 µM), inactives show at the top dose activity change, negative = inhibition, actives largely listed as inhibitors; Isocitrate dehydrogenase [NADP] cytoplasmic (Homo sapiens), O75874; AID 602179, 2012; 390,000 compounds, 0.093% hits; IDH1-R132H enzyme, NADPH consumption, diaphorase/resazurin fluorescence; further: potency means the concentration at half of the fitted maximal effect; on the % scale 0 is the no-effect control and ±100 the full control effect; nearly all actives have a fitted effect of over 65% in size
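IDH1-R132H (0.5 ug/mL) preincubated 30 min with compound, then NADPH (0.016 mM) and alpha-KG (2 mM) added; 80 min at RT, pH 7.5. Remaining NADPH coupled via diaphorase/resazurin to fluorescence (540/590 nm); concentration-response curves normalized to no-enzyme control.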
TrxR1 substrate: qHTS Assay for Substrates of Mammalian Selenoprotein Thioredoxin Reductase 1 (TrxR1): qHTS; purified TrxR1 substrate turnover, NADPH consumption readout; 390,000 compounds, 0.01% hits; AID 588456, 2011; Potency, µM (top dose mostly 114 µM), inactives show at the highest dose activity change, negative = substrate turnover; Thioredoxin reductase 1, cytoplasmic (Rattus norvegicus), O89049; further: potency means the concentration at half of the fitted maximal effect; on the % scale 0 is the no-effect control and ±100 the full control effect; nearly all actives have a fitted effect of over 50% in size
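Rat TrxR1, dispensed at 90 nM, was prereduced with 400 uM NADPH (final) for 5 min at ~22 deg C, then incubated with compound 15 min before 400 uM selenite. A first-read NADPH fluorescence drop versus no-compound background flagged substrates.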
USP1 inh: Inhibitors of USP1/UAF1: Primary Screen; Ubiquitin carboxyl-terminal hydrolase 1 (Homo sapiens), O94782; recombinant USP1/UAF1, Ub-Rhodamine cleavage fluorescence; Potency, µM (highest dose often 57.1 µM), without a hit: at the highest dose activity change, negative = inhibition, usual class: inhibitors; 390,000 compounds, 0.23% hits; AID 743255, 2014; further: potency means the concentration at half of the fitted maximal effect; on the % scale 0 is the no-effect control and ±100 the full control effect; nearly all actives have a fitted effect of over 60% in size; inactives centre near -12
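USP1/UAF1 complex at 1 nM was preincubated with compound for 15 min at room temperature, then Ub-Rho substrate (150nM final) was added. Fluorescence (480/540 nm) was read kinetically, 6 reads every 60 seconds.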
D2 antag: HTS Assay for Allosteric Antagonists of the Human D2 Dopamine Receptor: Primary Screen for Antagonists; D(2) dopamine receptor (Homo sapiens), P14416; HEK293 TREx D2 cells, calcium flux, dopamine EC80; inhibition, % at 10 µM; 340,000 compounds, 2% hits; AID 485344, 2010; in the data active means inhibition above about 30%; further: 0% is about no effect
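Antagonism is scored as inhibition of an EC80 dopamine-evoked calcium signal in a force-coupled, tetracycline-inducible HEK293 T-REx D2 line, with compound present 180 s before agonist.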
TRHR PAM: qHTS for Small Molecule Agonists and Allosteric Enhancers of Human TRH Receptor: Primary Screen for Enhancers | Thyrotropin-releasing hormone receptor (Homo sapiens), P34981 | TRHR cells, fluo-8 calcium fluorescence, EC20 TRH enhancement | enhancement, % at 2 µM | 360,000 compounds, 0.66% hits; in the data active means enhancement above about 30%; further: 0% is about no effect
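Enhancer read-out: after compound pinning and an initial kinetic agonist-mode read, an EC20 of TRH (10 nM final) was injected and fluo-8 calcium signal (Ex 480/Em 530) followed at 1 s/cycle for 100 cycles in TRHR-expressing cells.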
rTrxR1 inhibitor: qHTS Assay for Inhibitors of Mammalian Selenoprotein Thioredoxin Reductase 1 (TrxR1): qHTS; Thioredoxin reductase 1, cytoplasmic (Rattus norvegicus), O89049; recombinant rTrxR1, NADPH fluorescence consumption, selenite substrate; Potency, µM (top dose mostly 114 µM), without a hit: top-dose activity change, negative = inhibition, usual class: inhibitors; 390,000 compounds, 1% hits; AID 588453, 2011; further: potency means the concentration at half of the fitted maximal effect; on the % scale 0 is the no-effect control and ±100 the full control effect; nearly all actives have a fitted effect of over 65% in size
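Rat TrxR1 (90 nM in the dispensed reagent) was pre-reduced with 400 uM NADPH for 5 min at room temperature, then incubated with compound for 15 min. After 400 uM selenite was added, NADPH fluorescence (Ex 340/Em 450 nm) was followed for 8 min.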
* marks the source's active call; other numbers are inactive results; ? = inconclusive; / = no result given; & = joins results of further samples; [ ] = remark or other dose. Unless noted, the call rests on the fitted dose curve; in most records, active means well fitted inhibition curve with a large enough effect; inconclusive means small, poorly fitted or top-dose-only effect; inactive means no such curve, though single readings can be large or run the other way. A portion of the library, so the mix of outcomes need not match the whole.

entry | canonical_smiles | PI4K2A block | TRHR ag | D2 ag | mIDH1 inhibitor | TrxR1 substrate | USP1 inh | D2 antag | TRHR PAM | rTrxR1 inhibitor
1 | COc1ccc(CC2NCC(O)C2OC(C)=O)cc1 (stereo unspecified) | -5 | / | / | 8% | 10%[57.1 µM] | -14% | / | / | 25µM*
2 | COC(=O)C1=C(c2ccc(S(C)(=O)=O)cc2)C[C@@H]2CC[C@H]1N2C(=O)NCc1ccc(F)cc1 | 0 | / | / | -1% | 11%[57.1 µM] | -24% | / | / | 5%[57.1 µM]
3 | CCOC(=O)C1(c2ccccc2)CCN(CCC(=O)Nc2ccccc2OC)CC1 | 1 | -0.1 | 0.9 | 13% | 0% | -29% | -6 | -8 | 4%
4 | COC(=O)C1=C(c2ccc(OC)c(OC)c2)C[C@@H]2CC[C@H]1N2C(=O)NC1Cc2ccccc2C1 | 3 | -1.6 | -0.9 | 2% | -5%[57.1 µM] | -31% | -1 | -1 | 7%[57.1 µM]
5 | CC(Cc1ccccc1)NC=O (stereo unspecified) | 0 | 0.5 | -0.2 | -5% | 7% | -12% | 19 | 2 | 11%
6 | CC(C)[C@@]1(NC(=O)[C@@H]2C=C3c4cccc5[nH]cc(c45)C[C@H]3N(C)C2)O[C@@]2(O)[C@@H]3CCCN3C(=O)[C@H](Cc3ccccc3)N2C1=O | / | 3.0 | 64* | / | / | / | 80* | 4 | /
7 | CN(C)c1ccc(C=C2C(=O)NC(=S)NC2=O)cc1[N+](=O)[O-] | -8 | 0.1 | -4.9 | 1% | 5%[57.1 µM] | -26% | 0 | 0 | 4µM*
8 | Cc1cccc(-n2c(-c3cccs3)nc3ccccc3c2=O)c1 | -3 | -0.7 | / | -14% | -2% | -17% | / | -2 | 3%
9 | CCCc1nc2ccccc2c(=O)n1-c1ccc(OC)cc1 | -11 | 0.2 | 0.5 | 3% | -5% | -15% | -1 | -1 | 12%[57.1 µM]
10 | Cn1c(O)c(C(=N)COc2cccc(Cl)c2)c(=O)n(C)c1=O | 4 | 0.2 | -0.9 | -1% | 4% | -12% | -7 | -10 | 9%
11 | O=C1C=CC2C3C(=O)N(c4ccccc4)C(=O)C3C1N2Cc1ccccc1 (stereo unspecified) | 12 | / | / | -18% | 6%[11.4 µM] | -23% | / | / | 3.5µM*
12 | CC1CCN(CC(=O)c2ccccc2Cl)CC1 | 5 | 0.5 | -0.2 | 6% | 6%[57.1 µM] | -4% | -4 | 3 | -1%[57.1 µM]
13 | CC12CCC3c4ccc(OC(=O)N(CCCl)CCCl)cc4CCC3C1CCC2O (stereo unspecified) | -21 | / | / | 3% | 6%[57.1 µM] | -14% | / | / | -2%[11.4 µM]
14 | c1ccc(C(OCCN2CCN(c3ncccn3)CC2)c2ccccc2)cc1 | -3 | / | / | 4% | -3% | -8% | / | / | 15%
15 | COC1=CC=C2[C@H]3Cc4ccc(OC)c5c4[C@@]2(CCN3C)C1O5 (stereo partly specified) | 4 | / | / | 4% | -3% | -20% | / | / | -4%
16 | Cc1cc(OCC(=O)NCc2ccncc2)c2c3c(c(=O)oc2c1)CCCC3 | 5 | -1.5 | 1.2 | 8% | 81%[activator] | -20% | -9 | 18 | 14%
17 | COC(=O)c1cccc(N=Cc2c(O)n(Cc3ccc(F)cc3)c(=O)[nH]c2=O)c1 | -2 | -0.3 | 0.3 | 0% | 21% | -16% | -5 | 1 | -8%
18 | COP(=O)(OC)C(Nc1ccccc1)c1ccccc1 (stereo unspecified) | -3 | -0.7 | 0.1 | -5% | 3% | -12% | 9 | 27 | 29%
19 | CC(Cc1ccccc1)NC(=O)/C=C/c1ccc(Cl)cc1 (stereo unspecified) | -4 | -1.4 | -1.8 | 6% | -7% | -23% | -1 | -9 | -2%
20 | O=C(CN1CCOCC1)Nc1ccc(Br)cc1C(=O)c1ccccc1 | 1 | 0.3 | 0.3 | 13% | 10% | ? | 7 | 4 | 16%
21 | O=C1/C(=C/c2ccc([N+](=O)[O-])cc2)N2CCC1CC2 | 9 | 1.3 | 0.9 | 0% | -5% | -10% | 2 | -3 | ?
22 | COc1cc(CNCCc2ccc3c(c2)OCO3)cc(OC)c1OC | -3 | -0.1 | 0.0 | 2% | 8%[57.1 µM] | -10% | 2 | 1 | 11%[57.1 µM]
23 | O=C(Nc1ccccc1)c1c(O)[nH]c(=S)[nH]c1=O | -4 | / | / | 10% | 1% | -19% | / | / | -10%
24 | N#Cc1cccc(NC(=O)c2sc3nc4c(cc3c2N)N2CCC4CC2)c1 | 6 | 0.6 | 0.2 | 52%[activator] | 13%[57.1 µM] | -6% | / | -12 | 7%[57.1 µM]
25 | Cc1ccc(NC(=O)CN2C(=O)CN=C(c3ccccc3)c3ccccc32)cc1Cl | 0 | 0.2 | -0.3 | -14% | -3%[57.1 µM] | -18% | / | -2 | 22%[57.1 µM]
26 | OC1(c2ccc(F)cc2)CC2CCC(C1)N2Cc1nnnn1C1CCCC1 (stereo unspecified) | -7 | 0.6 | 0.7 | 1% | 10%[57.1 µM] | -13% | 12 | -4 | 17%[57.1 µM]
27 | COC(=O)C1=C(c2cc3ccccc3o2)C[C@@H]2CC[C@H]1N2C(=O)N1CCC(C)CC1 | 7 | / | / | 20% | -3%[57.1 µM] | -14% | / | / | 9%
28 | CN1CCN(c2ncnc(Cl)c2N)CC1 | -2 | 0.0 | 0.8 | -4% | -8% | 0% | -17 | 12 | -11%
29 | COc1cccc(C(=O)C2CCCN(C3CCOCC3)C2)c1 (stereo unspecified) | 1 | 1.1 | 0.8 | 10% | 7% | -8% | 17 | 2 | 13%
30 | O=[N+]([O-])c1cc(O)c(O)c([N+](=O)[O-])c1 | -4&2 | 0.0 | 1.1 | 11% | 0%[57.1 µM] | -25% | -17 | -1 | ?

Some of these compounds in order of SMILES length, largest number first:
entry | canonical_smiles | PI4K2A block | TRHR ag | D2 ag | mIDH1 inhibitor | TrxR1 substrate | USP1 inh | D2 antag | TRHR PAM | rTrxR1 inhibitor
27 | COC(=O)C1=C(c2cc3ccccc3o2)C[C@@H]2CC[C@H]1N2C(=O)N1CCC(C)CC1 | 7 | / | / | 20% | -3%[57.1 µM] | -14% | / | / | 9%
17 | COC(=O)c1cccc(N=Cc2c(O)n(Cc3ccc(F)cc3)c(=O)[nH]c2=O)c1 | -2 | -0.3 | 0.3 | 0% | 21% | -16% | -5 | 1 | -8%
3 | CCOC(=O)C1(c2ccccc2)CCN(CCC(=O)Nc2ccccc2OC)CC1 | 1 | -0.1 | 0.9 | 13% | 0% | -29% | -6 | -8 | 4%
10 | Cn1c(O)c(C(=N)COc2cccc(Cl)c2)c(=O)n(C)c1=O | 4 | 0.2 | -0.9 | -1% | 4% | -12% | -7 | -10 | 9%
20 | O=C(CN1CCOCC1)Nc1ccc(Br)cc1C(=O)c1ccccc1 | 1 | 0.3 | 0.3 | 13% | 10% | ? | 7 | 4 | 16%
23 | O=C(Nc1ccccc1)c1c(O)[nH]c(=S)[nH]c1=O | -4 | / | / | 10% | 1% | -19% | / | / | -10%
19 | CC(Cc1ccccc1)NC(=O)/C=C/c1ccc(Cl)cc1 (stereo unspecified) | -4 | -1.4 | -1.8 | 6% | -7% | -23% | -1 | -9 | -2%
18 | COP(=O)(OC)C(Nc1ccccc1)c1ccccc1 (stereo unspecified) | -3 | -0.7 | 0.1 | -5% | 3% | -12% | 9 | 27 | 29%
12 | CC1CCN(CC(=O)c2ccccc2Cl)CC1 | 5 | 0.5 | -0.2 | 6% | 6%[57.1 µM] | -4% | -4 | 3 | -1%[57.1 µM]
